Source: PubChem BioAssay
Vif-A3F inh – blocks the Vif interaction with APOBEC3F | HeLa A3F-eYFP + Vif (tagged APOBEC3F with the HIV-1 protein that degrades it), YFP fluorescence increase | Potency, µM (top dose mostly 46.1 µM), without a hit: at the top dose activity, negative = active | 0.2% of 390,000 active; note: potency is the fitted concentration of half-maximal effect; % of control where 0% means no effect; nearly all actives have a fitted effect of over 65% in size
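Fluorescence increase (Ex 488/Em 500-530) after overnight compound treatment at 37 deg C flags inhibition of Vif-driven A3F-eYFP loss in stable HeLa A3F-eYFP/Vif cells seeded overnight beforehand.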
RGS4 inhibitor – human RGS4 inhibition | P49798 | 0.039% of 390,000 active | Potency, µM (highest dose often 114 µM), inactives show top-dose activity change, negative = inhibition, actives largely listed as inhibitors | Transcreener GDP fluorescence polarization, RGS4-accelerated GTP hydrolysis | AID 504845; note: potency is the fitted concentration of half-maximal effect; % is set by controls: 0 for no effect and ±100 for the full control effect; nearly all actives have a fitted effect of over 75% in size; some results filed as inactive show a strong effect at the top dose
Target sequence (P49798 whole entry, looked up): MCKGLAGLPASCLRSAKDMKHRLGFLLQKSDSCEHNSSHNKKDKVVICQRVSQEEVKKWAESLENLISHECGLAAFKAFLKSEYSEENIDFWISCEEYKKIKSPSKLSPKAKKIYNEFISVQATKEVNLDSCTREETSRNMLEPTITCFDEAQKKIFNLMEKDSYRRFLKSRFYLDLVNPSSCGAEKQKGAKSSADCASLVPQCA
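MLSMR compounds (23 nl, pin-transferred) preincubated 10 min at room temperature with a 500nM (2x) first reagent, then RGS4 at 900nM (2x) plus Transcreener GDP mix added; fluorescence polarization (620/688 nm) read before and after 90 min at 30 °C.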
ERG-DNA inh – blocks human ERG Ets domain binding to DNA | fluorescence polarization, His-ERG Ets domain / labelled DNA | Potency, µM (doses to about 76.9 µM), for inactives: at the top dose FP activity, negative = inhibition, actives largely listed as inhibitors | 0.028% of 370,000 active; active = well fitted inhibition curve with a large enough effect in the polarisation, with a control signal flat; inconclusive = small, poorly fitted or top-dose-only effect, or effect the other way, or a change in a side signal; inactive = no such curve, though single readings can be large or run the other way; the % refers to the polarisation;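 note: polarization taken with two DNA probes labelled with fluorescein and Texas red; potency is the fitted concentration of half-maximal effect; % of control where 0% means no effect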
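His-tagged ERG Ets domain (1 uM in the protein solution; 300mM KCl, 50mM Tris-HCl, 1mM EDTA, 1mM DTT, pH 7.5) received compound, then a probe mix of 5 nM fluorescein-DNA and 100nM Texas-615-DNA. Fluorescence polarization was read for both dyes.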
GRP78 ERSR act – induces the endoplasmic reticulum stress response in human glioma cells; 0.02% of 420,000 active; AID 602332; U87-MG GRP78 promoter luciferase reporter, 16 h; Potency, µM, without a hit: at the top dose activation, actives largely listed as activators; note: potency is the fitted concentration of half-maximal effect; series mostly up to about 76 µM; % of control where 0% means no effect; nearly all actives have a fitted effect of over 35% in size
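Stably transfected U87-MG human glioma cells carrying a GRP78-based luminescent sensor were seeded at 1000 cells/well, pin-dosed with compounds and incubated 16 h. Luciferase reagent was then added, and end-point luminescence was read after 10 min at room temperature.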
LDHA block – blocks human lactate dehydrogenase A; 0.15% of 480,000 active; P00338; purified LDHA, NADH/diaphorase-resazurin fluorescence; active compounds read low; activity change, % (values are at about 110 or 230 µM); AID 1347041; in the data active = activity change below about -30%; inconclusive = mostly about -25% to -30%;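 note: plate controls were DMSO wells for no effect and wells without enzyme for full effect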
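LDH5 2 nM; NADH 0.06 mM, pyruvate 0.2 mM; 200 mM Tris pH 7.4, EDTA, Tween-20; 5 min RT. Detection: diaphorase 0.133 mg/mL + resazurin 37 µM, fluorescence ex540/em590 at 0 and 20 min; normalized to enzyme-free and DMSO wells.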
Vif-APOBEC3G blk – Vif-A3G binding inhibition. 0.076% of 410,000 active. Potency, µM (titrated, usually from 46.1 µM), without a hit: top-dose activity, negative = active, most hits filed as inhibitors. HeLa A3G-eYFP + Vif (tagged APOBEC3G with the HIV-1 protein that degrades it), YFP fluorescence, overnight. Q9HC16;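 note: potency is the fitted concentration of half-maximal effect; % is set by controls: 0 for no effect and ±100 for the full control effect; nearly all actives have a fitted effect of over 60% in size; hits raise eYFP signal because A3G escapes Vif-driven loss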
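Read-out is eYFP fluorescence (Ex 488/Em 500-530) from Vif-expressing HeLa A3G-eYFP cells; more signal means A3G escaped Vif-mediated degradation. Cells plated overnight, compound pinned in, incubated overnight at 37 deg C.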
D2 agonist – D2 dopamine receptor (human) agonism. activation, % at 2 µM. 0.53% of 340,000 active. P14416. AID 485358. HEK293 T-REx D2 cells, calcium flux agonist mode;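 active = activation over 3 SD above normal in the single-dose calcium agonist read, cut at about 30% in these data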; note: 0% is about no effect
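Agonism is scored from calcium flux in a force-coupled, inducible HEK293 cell line expressing D2, read kinetically for 180 s after compound addition against dopamine controls.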
12-LOX inh – blocks human arachidonate 12S-lipoxygenase; P18054; purified 12hLO, xylenol orange hydroperoxide absorbance; Potency, µM (doses to about 108 µM), for inactives: top-dose activity change, negative = inhibition, hits mostly inhibitors; 1.1% of 580,000 active; note: potency is the fitted concentration of half-maximal effect; % is set by controls: 0 for no effect and ±100 for the full control effect
Target sequence (P18054 whole entry, looked up): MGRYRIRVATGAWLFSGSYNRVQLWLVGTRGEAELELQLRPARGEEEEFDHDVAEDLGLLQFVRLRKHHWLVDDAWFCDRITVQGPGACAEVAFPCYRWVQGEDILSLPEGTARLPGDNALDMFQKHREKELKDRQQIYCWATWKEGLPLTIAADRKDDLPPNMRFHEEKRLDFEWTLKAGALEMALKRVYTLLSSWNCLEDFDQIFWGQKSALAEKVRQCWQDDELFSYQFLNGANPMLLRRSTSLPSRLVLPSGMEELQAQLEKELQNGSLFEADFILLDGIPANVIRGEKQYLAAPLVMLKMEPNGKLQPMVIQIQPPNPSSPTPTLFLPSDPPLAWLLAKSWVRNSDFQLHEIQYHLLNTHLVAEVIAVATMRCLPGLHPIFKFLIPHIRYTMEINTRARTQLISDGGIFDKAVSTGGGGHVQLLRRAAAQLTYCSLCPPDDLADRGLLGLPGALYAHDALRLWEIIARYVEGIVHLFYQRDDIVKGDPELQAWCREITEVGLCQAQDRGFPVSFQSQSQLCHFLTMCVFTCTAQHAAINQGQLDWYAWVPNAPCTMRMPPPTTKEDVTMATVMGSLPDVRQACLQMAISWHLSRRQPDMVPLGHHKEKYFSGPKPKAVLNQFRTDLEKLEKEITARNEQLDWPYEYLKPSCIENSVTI
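Purified human 12hLO (150 nM final) in 25 mM Hepes, 0.01% Triton X-100, pH 7.0 was preincubated 15 min at room temperature with compound. Then 40 uM arachidonic acid was added, 30 min. Hydroperoxide was read by Fe-XO absorbance ratio 573/405 nm.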
D2 antag – antagonizes the human D2 dopamine receptor | P14416 | HEK293 TREx D2 cells, calcium flux, dopamine EC80 | inhibition, % at 10 µM | 2% of 340,000 active; in the data active = inhibition above about 30%; note: 0% is about no effect
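HEK293 T-REx D2 cells, tet-induced, calcium dye no-wash. Cpd pintool add, 180 s kinetic, then EC80 DA, 180 s kinetic. Ca flux read.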
Active calls of the source: *; i = inactive; ? = inconclusive; · = not tested or not shown; & = joins results of further samples; [ ] = remark or other dose. Unless noted, calls come from the whole dose curve; as a rule, active = well fitted curve in the direction sought with a large enough effect; inconclusive = small, poorly fitted or top-dose-only effect, or another doubt; inactive = no such curve, though single readings can be large; an effect the other way counts as inactive or inconclusive. These rows are one share of the data; the hit share may differ from the screen's.

SMILES,Vif-A3F inh,RGS4 inhibitor,ERG-DNA inh,GRP78 ERSR act,LDHA block,Vif-APOBEC3G blk,D2 agonist,12-LOX inh,D2 antag
O=C(c1cc(-c2ccc(Br)cc2)n[nH]1)N1CCN(S(=O)(=O)c2ccc(Br)s2)CC1,?,4%,-1%,-1%,-23,-15%,0.4,-10%,·
CC(NC(=O)/C(=C/c1ccc(OC(F)F)cc1)c1ccccc1)c1ccccc1 (configuration not stated),7%,3%,·,-5%,-3,-5%,0.3,-25%,4
COC(=O)c1cn(-c2ccccc2)c(=O)c2ccccc12,-19%,6%,-1%,-2%,-7,-1%,-3.4,-26%,4
CC(=O)Nc1nc(C)c(-c2nc3ccc([N+](=O)[O-])cc3[nH]2)s1,2%,-13%,6%,0%,-1,-23%,1.4,-2%,6
Cn1cccc1CC(=O)N/N=C\c1cccs1,-6%,8%,-8%,1%,-3,-1%,0.5,32%[activator],19
COc1ccc(NC(=O)[C@@H]2CCCN2S(=O)(=O)c2ccc(Cl)cc2)cc1,4%,28%,-2%,-3%,-2,1%,·,1%,·
Cc1cc(C(=O)CN2C(=O)c3ccccc3S2(=O)=O)c(C)n1-c1ccccc1,7%,-42%,7%,-17%,-5,-6%,0.8,?,-4
Fc1ccc(NC(=S)N2CCCC2)cc1Cl,0%,30%,6%,-3%,-2,-2%,0.0,-1%,20
COc1cc(C(=O)NCC(c2cccnc2)N2CCc3ccccc32)cc(OC)c1OC (configuration not stated),1%,3%,-5%,-1%,-2,-4%,0.0,3%,·
Cc1ccc(N(C)S(=O)(=O)c2cccc(C(=O)NCC(c3ccco3)N3CCCC3)c2)cc1 (configuration not stated),0%,8%,-2%,-2%,-6,1%,0.3,?,-1
C#CCOCCOCCOCCNc1nc(N2CCN(C(=O)C([C@@H](C)CC)n3cc(C(N)CC(C)C)nn3)CC2)nc(N2CCN(C(=O)[C@H](CCC(=O)O)n3cc(C(N)CC(C)C)nn3)CC2)n1 (some centres not stated),2%,-6%,-20%,-3%,1,4%,·,·,·
COc1ccc(NC(=O)c2ccccc2NC(=O)CSc2ccc(Cl)cc2)cc1,-10%,-12%,-7%,4%,-3,-3%,0.6,46%[activator],1
Cc1cc(F)ccc1NCc1ccccc1[N+](=O)[O-],15%,-12%,-6%,0%,23,0%,·,-20%,·
CCc1nnc(NC(=O)CN2CCN(Cc3cccc(OC)c3)CC2)s1,-5%,25%,4%,-3%,0,2%,0.0,?,-3
Cn1nnc(NC(=S)NC(=O)c2cccc3c(Cl)cccc23)n1,?,-39%,-11%,-3%,-5,0%,-0.2,-18%,3
CS(=O)(=O)N(Cc1ccc(C(=O)NC2CCCC2)cc1)c1ccccc1,2%,-7%[56.9 µM],24%,12%,2,3%,-1.1,-15%,11
N=C1CCCN1c1ccccc1O,3%,30%[11.4 µM],-5%,5%,1,2%,1.5,-3%,12
COc1ccc(C(=O)/C=C/Nc2ccc([N+](=O)[O-])cc2C)cc1OC,-6%,-43%,0%,-3%,2,?,0.5,-3%,40*
Cc1cc(C)n2nc(SCC(=O)c3cccs3)nc2n1,18%,-3%,-3%,-2%,-8,1%,0.8,-2%,-1
CC(Sc1nnnn1C)C(=O)NC1CCCc2ccccc21 (configuration not stated),22%,-9%,-5%,-5%,0,1%,-0.1,2%,-8
CCNC(=S)N/N=C/c1cn(Cc2ccc(F)cc2)c2ccccc12,-3%,-27%,-4%,-4%,-1,-11%,-0.2,40µM*,-1
Cc1ccc(C)c(Cn2cnc3c(cnn3-c3ccc(F)cc3)c2=O)c1,1%,-2%,3%,-4%,-7,0%,·,-4%,·
CCN(CC)c1ccc(-n2cc3c(=O)n(C)c(=O)n(C)c3c2)cc1,·,-44%,21%,?,12,-2%,-0.1,-18%,17
O=C(CSc1nnc(NC2CCCCC2)s1)N1CCOCC1,-1%,1%,-4%,6%,1,-1%,-0.4,?,16
O=C(c1ccc(S(=O)(=O)N2CCCC2)cc1)N1CCN(Cc2ccc3c(c2)OCO3)CC1,0%,-25%,-9%,-6%,4,2%,0.0,-26%,-2
CNS(=O)(=O)c1cccc(C(=O)OCC(=O)C23CC4CC(CC(C4)C2)C3)c1,2%,-27%,9%,2%,-4,3%,0.1,-6%,-17
Cc1cccc(CSc2nnc([C@@H]3CCCN3C(=O)OC(C)(C)C)o2)c1,4%,-11%,-12%,3%,1,0%,-1.2,i,36*
O=C(O)C/C(=C\c1ccc(N2CCOCC2)c([N+](=O)[O-])c1)c1nc2ccccc2s1,2%,13%[11.4 µM],2%,6%,-3,-1%,-0.1,-18%,4
COC(=O)c1ccccc1NC(=O)[C@H]1O[C@@H]2OC(C)(C)O[C@@H]2[C@H]2OC(C)(C)O[C@H]21,-5%,0%,7%,-1%,-2,-5%,·,-4%,·
CCOC(=O)c1cnc(-n2cc(C)cn2)nc1NCc1ccc2c(c1)OCO2,1%,-18%,-10%,-4%,-3,2%,-0.5,8%,10
Cc1nn(-c2nc3ccccc3s2)c(N)c1-c1ccc(Cl)cc1,·,-33%,-3%,-1%,-5,0%,·,0%,·
Cn1cnc2cc(NC(=O)c3ccco3)ccc21,-12%,0%,·,-5%,-2,-1%,-0.2,-6%,6
Cc1cc(C)cc(Nc2ccc3nonc3c2[N+](=O)[O-])c1,10%,-12%,2%,-1%,-4,-5%,·,97%[activator],·
CCOC(=O)C1CCN(C(=O)COC(=O)C2CCN(S(=O)(=O)c3ccc4c(c3)OCCO4)CC2)CC1,-5%,?,8%,-4%,-4,2%,-0.1,21%,2
CCOc1ccc(N2CC(C(=O)NCCc3ccccc3)CC2=O)cc1 (configuration not stated),-7%,25%,-4%,2%,-12,-1%,0.2,?,-2
Cc1ccc(Sc2ccc(N3CCCC(C(=O)Nc4ccc(Cl)cc4)C3)nn2)cc1 (configuration not stated),3%,31%,-3%,-2%,-20,1%,0.1,-18%,·
CCCCCCOc1ccc(C2C(=O)N(C3CCCCC3)CC(=O)N2C2CCCCC2)cc1 (configuration not stated),4%,20%,-3%,-2%,-17,7%,-0.2,-17%,·
CCOC(=O)C1C(=O)OC(C)(C)C1C(C)C(=O)c1ccc(C)cc1 (configuration not stated),1%,-10%,-7%,-1%,1,0%,-1.6,4%,-54
COCCCn1c(-c2ccc(S(=O)(=O)N3CCOCC3)cc2)csc1=Nc1ccccc1,8%&-14%,2%&5%,-1%,-3%&-4%,-17&-1,9%&0%,-0.3,?,-1
COc1ccc(C(C)=O)cc1CSC(=N)N,-1%,7%,13%,0%,-4,0%,-6.4,0%,5
O=C(c1cc(Cl)ccc1O)N1CCN(S(=O)(=O)Cc2ccccc2)CC1,-4%,-3%,-12%,-5%,2,-6%,·,0%,·
Cc1cc([N+](=O)[O-])nn1CC(=O)NCc1ccco1,-11%,6%,11%,-3%,-1,4%,0.2,10%,2
Oc1cccnc1CCc1ccccc1,7%,-16%,-12%,3%,-3,1%,-0.1,-52%,3
Cc1cccc(C)c1N1CCN(C(=O)N2CCCCC2)CC1,-16%,13%,-18%,-2%,-5,1%,0.9,353%[activator],9
CNC(=O)c1cc2ncc(C(F)(F)F)cc2s1,-1%,0%,3%,1%,-1,0%,-0.2,26%,0
CNc1nc2ccccc2n1N,-3%,-24%,14%,-4%,-3,2%,0.4,-12%,20
N#CC(C(=O)NCCc1ccccc1)c1nc2ccccc2nc1N1CCOCC1 (configuration not stated),·,-7%,-8%,-18%,-4,?,3.1,449%[activator],7
Cc1cccc(-c2nc3c(c(SCC(=O)N4CCOCC4)n2)COC(C)(C)C3)c1,5%,-18%,-3%,-2%,1,0%,0.1,7%,1
N#CCSc1ncnc2ccccc12,-19%,28%,1%,-5%,-10,-17%,2.2,9%,0
CCOc1ccc(OCC)c(S(=O)(=O)N2CCN(c3cccc(C)c3C)CC2)c1,-2%,-21%,1%,-4%,3,5%,0.6,-9%,·
COC(=O)c1ccc(NC(=S)NNC(=O)CC(C)C)cc1,-10%,-40%,1%,4%,-7,0%,-1.1,-17%,-5
CN(CC(=O)Nc1cc([N+](=O)[O-])ccc1Cl)Cc1ccc(Br)cc1,2%,-1%,·,-2%,-2,-9%,-0.1,?,6
O=C(CSc1nc2ccccc2c(=O)n1CCCO)NCc1ccccc1,-3%,11%,-3%,-2%,-10,2%,-0.1,-16%,-18
Cc1cc(N2C(=O)C(O)=C(C(=O)c3cccs3)C2c2cccc(Br)c2)no1 (configuration not stated),13%,0%,20%,4%,-5,-4%,-0.6,?,-10
CCOc1ccc(OCC)c(NC(=O)C2CCN(S(=O)(=O)c3cccnc3)CC2)c1,9%,2%,·,-3%,-2,3%,0.4,-16%,-7

A different layout for some results above.
Values in the order: Vif-A3F inh, RGS4 inhibitor, ERG-DNA inh, GRP78 ERSR act, LDHA block, Vif-APOBEC3G blk, D2 agonist, 12-LOX inh, D2 antag
O=C(CSc1nnc(NC2CCCCC2)s1)N1CCOCC1
→ -1%, 1%, -4%, 6%, 1, -1%, -0.4, ?, 16
O=C(c1ccc(S(=O)(=O)N2CCCC2)cc1)N1CCN(Cc2ccc3c(c2)OCO3)CC1
→ 0%, -25%, -9%, -6%, 4, 2%, 0.0, -26%, -2
